Screening results as filed in PubChem.
VLA-4 inh – inhibition in human VLA-4 binding assay, primary screen, VLA-4 allosteric modulator project, MLPCN library, flow cytometry, VLA-4 expressing cells | Integrin alpha-4 (Homo sapiens), P13612 | ligand binding flow cytometry | 330,000 compounds, 0.2% hits | inhibition, % (about 7 µM as worked out from the volumes in the protocol); in the data active = inhibition above about 50%
AGP1 TOR yeast – modulators of AGP1-GFP expression in yeast TOR pathway, primary screen, cell-based, multiplex flow cytometry, S. cerevisiae, MLPCN library | AID 2066, 2009 | 3 h; GFP as percent of DMSO wells | GFP response vs DMSO, % at 10 µM | 320,000 compounds, 0.02% hits;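 active = GFP response relative to DMSO above a set limit, near screen average plus 3 SD, cut at about 150% in these data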;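 also: median GFP channel fluorescence of the gated AGP1 strain per well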
MEP2-GFP yeast – modulators of MEP2-GFP levels in yeast, primary screen, S. cerevisiae, multiplex flow cytometry, MLPCN library. 330,000 compounds, 0.51% hits. AID 2016, 2009. S. cerevisiae MEP2-GFP strain, 3 h; 100% = DMSO control level. GFP response vs DMSO, % at 10 µM;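 active = GFP response versus DMSO above a set limit, roughly screen mean plus 3 SD, cut at about 180% in these data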;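 also: median GFP fluorescence of the barcode-gated MEP2-GFP cells per well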
CR mimetic SO – reduction of superoxide in aged yeast, primary screen, HTS; S. cerevisiae aged cells, superoxide DHE fluorescence; active compounds read low; superoxide response (% of plate mean), % at 10 µM; 330,000 compounds, 0.18% hits; AID 2690, 2010;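 active = superoxide response under a set limit, about three screen SD below normal, cut at about 65% in these data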;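 also: yeast aged for seven days with compound at 30 °C before DHE staining; 100% = average MFI of all compound-treated wells on the plate with controls excluded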
RPL19A TOR yeast – RPL19A-GFP expression modulators in yeast, primary screen, cell-based, S. cerevisiae, multiplex flow cytometry, MLPCN | S. cerevisiae RPL19A-GFP strain, 3 h; active compounds read low | percent response vs DMSO, % at 10 µM | 330,000 compounds, 0.3% hits | AID 2025, 2009;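 active = percent response vs DMSO below 50%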;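 also: median channel GFP fluorescence of the barcoded RPL19A-GFP strain; ratio of sample median GFP to plate DMSO average so 100% = DMSO; lower means less RPL19A-GFP as with rapamycin TOR inhibition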
CIT2-GFP yeast – modulators of CIT2-GFP expression in yeast, primary screen, S. cerevisiae, GFP fusion, multiplex flow cytometry, MLPCN library; S. cerevisiae CIT2-GFP strain, 3 h; 100 means same as DMSO wells; GFP response vs DMSO, % at 10 µM; 320,000 compounds, 0.065% hits; AID 2029, 2009;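 active = GFP response relative to DMSO above a set limit, near the screen mean plus 3 SD, cut at about 150% in these data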;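 also: ratio of well median GFP fluorescence to mean of DMSO wells on the plate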
GRK2 inh – compounds blocking aptamer binding on GRK2 – biochemical, human GRK2, bead flow cytometry, HTS, primary screen | Beta-adrenergic receptor kinase 1 (Homo sapiens), P25098 | FAM-aptamer displacement from GRK2 | inhibition of aptamer binding, % at 10 µM | 330,000 compounds, 0.59% hits | AID 488847, 2010;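 active = inhibition of aptamer binding above 40%, roughly 3 SD of noise, on plates passing a quality check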;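 also: median bead fluorescence of bound FAM aptamer so fluorescent compounds give negative values; no value below 0 was filed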
Target sequence (P25098 whole entry, looked up): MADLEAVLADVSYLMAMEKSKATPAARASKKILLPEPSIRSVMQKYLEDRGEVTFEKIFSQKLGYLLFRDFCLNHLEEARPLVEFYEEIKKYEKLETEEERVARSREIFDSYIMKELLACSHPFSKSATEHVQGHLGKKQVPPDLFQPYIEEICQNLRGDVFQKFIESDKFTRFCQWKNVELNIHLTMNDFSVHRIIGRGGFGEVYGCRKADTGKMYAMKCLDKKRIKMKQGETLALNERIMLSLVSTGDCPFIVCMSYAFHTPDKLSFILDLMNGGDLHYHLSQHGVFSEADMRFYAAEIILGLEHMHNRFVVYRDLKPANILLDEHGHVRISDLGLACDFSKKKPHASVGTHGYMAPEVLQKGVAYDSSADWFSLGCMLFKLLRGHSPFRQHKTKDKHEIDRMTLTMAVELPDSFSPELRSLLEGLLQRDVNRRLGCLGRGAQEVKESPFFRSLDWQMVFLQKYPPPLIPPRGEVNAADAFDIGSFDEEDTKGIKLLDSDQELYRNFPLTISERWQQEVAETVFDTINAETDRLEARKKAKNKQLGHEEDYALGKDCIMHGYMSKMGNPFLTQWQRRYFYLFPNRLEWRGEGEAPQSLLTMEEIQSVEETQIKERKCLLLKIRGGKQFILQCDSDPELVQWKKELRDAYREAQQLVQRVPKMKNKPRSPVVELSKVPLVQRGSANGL
LAP4 TOR yeast – modulators of LAP4-GFP expression in yeast, primary screen, S. cerevisiae, multiplex flow cytometry, MLPCN library | 3 h; median GFP as percent of DMSO wells | GFP response vs DMSO, % at 10 µM | 320,000 compounds, 0.34% hits;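 active = GFP response vs DMSO above a set limit, about the screen mean plus 3 SD, cut at about 150% in these data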
The depositor's hits bear a star; . = not tested or not shown; [ ] = dose if it differs, or a comment. Not a hit list. Share with any hit: about 1.7%.

SMILES	VLA-4 inh	AGP1 TOR yeast	MEP2-GFP yeast	CR mimetic SO	RPL19A TOR yeast	CIT2-GFP yeast	GRK2 inh	LAP4 TOR yeast
CC(c1ccccc1)N1CC(C(=O)NC2CCCC2)CC1=O (stereo not drawn)	8.1	77.8	91.7	99.7	111.3	65.7	2.0	92.1
O=C1C(=O)N(CCOCCO)C(c2ccccn2)/C1=C(\O)c1ccccc1 (stereo not drawn)	0.0	110.1	113.7	112.0	107.0	105.0	0.0	112.1
CCc1ccc(/C=N/NC(=O)c2nnn(-c3nonc3N)c2CN2CCc3ccccc32)cc1	16.1	105.0	97.9	93.7	101.9	107.2	0.0	95.3
Cc1nc(=O)c(-c2ccccc2)c(C)n1-c1ccccc1	7.1	105.7	102.9	87.4	109.3	108.8	0.0	87.5
CC(=O)Nc1ccc(C(=O)COC(=O)CCc2ccccc2)c(F)c1	0.0	93.0	97.3	102.4	95.6	82.5	2.0	98.0
CCOC(=O)C1=C(COC(=O)C2CC(=O)N(c3ccc(C)cc3)C2)NC(=O)NC1C (stereo not drawn)	7.7	106.7	107.2	99.3	101.8	104.9	5.0	103.3
CN1CCN(S(=O)(=O)c2cccc(C(=O)N(Cc3ccccc3)c3ccccc3)c2)CC1	-5.3	88.2	99.5	89.3	99.9	98.7	2.0	89.4
Cc1cccc(CNc2ccc(C(CC(N)=O)NC(=O)c3ccccc3)cc2[N+](=O)[O-])c1 (stereo not drawn)	6.3	86.2	97.3	93.1	97.5	81.0	0.0	106.4
CC(=O)Nc1ccc(OCCC[n+]2ccccc2)cc1	0.0	86.3	69.4	103.1	95.5	99.0	0.0	106.4
Cc1ccc2c(c1)-n1c(nc3ccccc3c1=O)C(Cc1ccccc1)NC2=O (stereo not drawn)	9.3	91.2	89.0	105.8	94.4	95.4	6.0	88.1
COc1ccc(-c2noc(C3CCCN(C(=O)CCc4ccccc4)C3)n2)cc1 (stereo not drawn)	-7.5	99.8	101.1	100.1	102.9	105.4	0.0	106.7
CCC1(c2ccccc2)NC(=O)N(CC(=O)Nc2ccc(S(N)(=O)=O)cc2)C1=O (stereo not drawn)	-1.0	106.9	105.7	96.2	101.6	99.2	2.0	100.5
COc1ccc(CC(=O)Nc2ccc(S(=O)(=O)Nc3cc(C)on3)cc2)cc1	-2.5	102.7	97.5	104.4	99.9	.	6.0	88.0
NC(=O)C1c2ccccc2CSc2ccccc21 (stereo not drawn)	18.1	99.2	93.3	88.2	96.0	98.0	0.0	88.6
N/C(Cc1cccs1)=N\OC(=O)COc1ccc(Cl)cc1Cl	17.0	81.8	90.3	93.6	86.9	83.9	1.0	83.6
Cc1nnc(C)c2c(C)n(Cc3ccc4c(c3)OCO4)c(C)c12	-3.3	101.7	106.1	99.2	101.1	.	64.0*	99.5
NC(=O)C1CCN(C(=O)C2CCN(S(=O)(=O)c3ccccc3)CC2)CC1	-9.9	96.4	103.4	86.5	103.3	102.3	0.0	117.9
O=C(COC(=O)c1cccc(S(=O)(=O)NCc2ccccc2)c1)c1ccccc1	7.7	104.8	125.6	102.1	108.4	94.0	2.0	94.3
COCCSc1nnc(NC(=O)C2CC(=O)N(c3ccc(C)cc3)C2)s1 (stereo not drawn)	2.8	93.3	90.4	104.1	95.6	84.9	3.0	98.0
CCOc1ccc(C2C(C#N)=C(N)Oc3cc(O)ccc32)cc1OCC (stereo not drawn)	9.3	100.3	108.5	103.3	102.4	104.9	0.0	97.4
O=C(C(c1ccccc1)c1ccccc1)N1CCN(Cc2ccc(Br)cc2)CC1	13.0	105.2	99.4	92.7	101.2	100.5	1.0	105.7
CC1CCc2c(sc(NC(=O)c3nc4ncccn4n3)c2C#N)C1 (stereo not drawn)	7.2	113.1	104.3	98.8	93.9	105.7	0.0	107.5
COc1ccc(C2=NN(C(=O)CCC(=O)O)C(c3ccc(OC)cc3)C2)cc1 (stereo not drawn)	9.4	91.5	108.4	106.6	101.8	110.7	1.0	96.7
CSc1ccc(Cl)c(C(=O)N(C)CC(=O)Nc2ccc(N3CCOCC3)cc2)c1	10.8	111.5	101.6	92.5	101.6	111.0	2.0	103.5
CC(C)(C)Sc1ccc(/C=N/O)cc1[N+](=O)[O-]	-1.9	85.1	100.0	101.3	101.5	92.5	3.0	97.1

(listing goes on)
SMILES	VLA-4 inh	AGP1 TOR yeast	MEP2-GFP yeast	CR mimetic SO	RPL19A TOR yeast	CIT2-GFP yeast	GRK2 inh	LAP4 TOR yeast
CC(C)(C)c1ccc(C(=O)NCCCN2CCN(CCCNC(=O)c3ccc(C(C)(C)C)cc3)CC2)cc1	40.1	98.4	93.5	90.0	105.0	104.2	0.0	84.9
Nc1c(C(=O)O)cnn1-c1ccccc1	14.9	106.7	104.7	87.0	94.3	102.8	1.0	109.0
Cn1nc(C(C)(C)C)cc1C(=O)Sc1cccc(Br)c1	17.3	98.8	90.8	98.3	94.1	89.5	0.0	103.7
O=C(OCCN1C(=O)c2ccccc2C1=O)c1cc2ccccc2o1	13.0	81.7	94.2	108.6	112.8	78.4	1.0	77.0
Cc1cccc(NS(=O)(=O)c2ccc(C3CCCCC3)cc2)n1	23.8	97.5	111.4	127.6	103.6	100.5	1.0	106.1
C/C(=N\NC(=O)c1ccc(Cn2cc(Br)cn2)o1)c1cccc(NC(=O)C(C)C)c1	-10.6	99.4	92.4	99.9	97.5	93.4	3.0	96.6
O=C(Nc1nc(-c2ccccc2)c(-c2ccccc2)s1)c1ccc(S(=O)(=O)N2CCCC2)cc1	-0.8	100.6	86.8	103.3	98.7	97.8	1.0	96.0
CCn1ccnc1CN(C)Cc1cn[nH]c1-c1ccc(F)cc1F	-4.3	101.0	97.5	79.8	100.4	104.3	0.0	98.3
CCN(CC)S(=O)(=O)c1cccc(NC(=O)COc2ccc(C#N)cc2OC)c1	2.6	90.5	94.9	106.8	92.6	85.3	0.0	88.8
Cc1ccc(S(=O)(=O)NCc2ccc(C(=O)NC3CCCCC3)cc2)cc1	8.9	96.9	91.7	107.6	94.1	103.3	0.0	101.4
CCOC(=O)CN1C(=O)N[C@@H](c2ccccc2)[C@@H](C(=O)OC)[C@H]1C	-9.6	94.2	100.4	73.5	105.6	102.1	1.0	128.0
Cc1cc(/C=C(\C#N)C(=O)Nc2ccccc2)c(C)n1-c1cccnc1	-14.2	90.1	99.1	112.9	93.4	91.7	3.0	98.3
O=C(Nc1ccccc1Cl)c1cc[n+](Cc2ccc([N+](=O)[O-])cc2)cc1	0.0	90.5	100.3	111.9	92.5	91.9	1.0	99.0
Cc1ccc(NC(=O)C2CCCN(S(=O)(=O)c3ccc4[nH]c(=O)ccc4c3)C2)cc1C (stereo not drawn)	-6.7	100.1	97.7	87.3	96.2	99.7	1.0	99.4
Cc1cccc2c1ncc1c(=O)n(-c3ccccc3)[nH]c12	-2.2	105.6	134.6	105.9	104.4	131.3	0.0	116.6
O=C(Cc1ccccc1)NCCSC1CCCCC1	-2.0	87.0	96.8	84.3	92.2	99.8	0.0	97.0
Cc1ccc(/C=C2\C(=N)N3N=C(CC(=O)N4CCOCC4)SC3=NC2=O)o1	13.6	109.4	103.7	124.7	107.6	108.3	9.0	97.0
CCOc1ccc(OCCOCCNCCOC)cc1	26.9	105.0	101.8	104.0	106.8	105.1	0.0	94.8
O=C(NCCCN1CCOCC1)C1CCCN(S(=O)(=O)N2CCCCC2)C1 (stereo not drawn)	5.4	105.0	98.2	86.9	103.0	110.6	0.0	93.8
CC(Sc1nc(N2CCCCC2)c2c(c1C#N)CCCC2)C(=O)O (stereo not drawn)	2.3	93.2	91.4	106.7	90.5	94.9	2.0	102.7
CC(C)(C)c1[nH]nc2c1C(c1ccc(OC(=O)c3ccco3)cc1)C(C#N)=C(N)O2 (stereo not drawn)	-22.3	98.5	101.8	104.7	94.4	97.3	0.0	100.4
O=c1c2ccccc2nc(-c2ccc(F)cc2)n1NCc1ccccc1O	11.6	100.0	94.2	89.3	100.3	98.1	0.0	96.0
C=CCOC(=O)C(=O)/C=C/c1ccc2c(c1)Cc1ccccc1-2	7.7	88.0	98.6	95.8	94.8	83.9	2.0	106.4
Cc1cc(C(=O)NCCC(c2ccccc2)c2ccccc2)c(C)o1	-0.4	96.5	93.2	102.5	97.7	91.6	1.0	100.3
O=c1oc([C@@H](O)c2ccccc2)cc2ccccc12	4.2	105.3	100.0	91.8	95.1	89.1	0.0	118.2

Next part, overlapping the part above by 4 compounds.
SMILES	VLA-4 inh	AGP1 TOR yeast	MEP2-GFP yeast	CR mimetic SO	RPL19A TOR yeast	CIT2-GFP yeast	GRK2 inh	LAP4 TOR yeast
O=c1c2ccccc2nc(-c2ccc(F)cc2)n1NCc1ccccc1O	11.6	100.0	94.2	89.3	100.3	98.1	0.0	96.0
C=CCOC(=O)C(=O)/C=C/c1ccc2c(c1)Cc1ccccc1-2	7.7	88.0	98.6	95.8	94.8	83.9	2.0	106.4
Cc1cc(C(=O)NCCC(c2ccccc2)c2ccccc2)c(C)o1	-0.4	96.5	93.2	102.5	97.7	91.6	1.0	100.3
O=c1oc([C@@H](O)c2ccccc2)cc2ccccc12	4.2	105.3	100.0	91.8	95.1	89.1	0.0	118.2
NC(=O)c1cccc([N+](=O)[O-])c1	5.1	103.8	98.2	100.0	105.6	95.5	1.0	112.0
O=C(Cc1ccc(Cl)cc1)NC(=S)Nc1ccccc1O	-7.9	105.3	110.4	112.0	109.8	108.7	0.0	97.8
COc1ccc(CCNC(=O)Cn2nnc(-c3cccc(OC)c3OC)n2)cc1OC	-9.6	83.0	98.2	78.2	88.0	75.2	0.0	78.9
COC(=O)c1ccc(NC(=S)NN2CCOCC2)cc1	11.6	90.8	85.7	102.1	97.1	85.7	0.0	76.7
Clc1ccc(Cn2ncc3c(N4CCCCC4)ncnc32)cc1	3.1	104.5	95.8	79.9	101.9	86.3	4.0	110.4
COc1ccc2nc(C)cc(Nc3ccc(N4CCN(C)CC4)cc3)c2c1	8.0	96.9	107.8	94.2	101.9	106.2	11.0	94.9
CCOc1ccc(CNC(=O)C(=O)c2cn(CC(=O)N3CCOCC3)c3ccccc23)cc1OC	-5.9	105.0[may fluoresce green]	100.6[may fluoresce green]	104.3	99.5[may fluoresce green]	110.3[may fluoresce green]	1.0	90.5[may fluoresce green]
CSc1sc(C#N)c2c1/C(=N\O)CCC2	5.6	98.1	91.5	104.1	98.9	88.0	3.0	106.2
CCC(=O)N(Cc1ccc(S(N)(=O)=O)cc1)C1CC(=O)N(c2ccccc2)C1=O (stereo not drawn)	5.7	98.4	108.5	100.8	96.7	84.7	1.0	113.7
COC(=O)C1=C(C)NC2=C(C(=O)CCC2)C1c1cn(Cc2ccc(Cl)cc2Cl)nc1-c1ccccc1 (stereo not drawn)	3.2	103.0	108.3	91.9	97.5	104.3	7.0	98.0
O=S(=O)(NCc1cc(-c2ccccc2)no1)c1ccccc1	-4.7	105.8	94.6	104.1	98.2	103.7	0.0	100.1
CCn1c2ccccc2c2cc(NC(=O)C(C)Oc3ccccc3)ccc21 (stereo not drawn)	-17.7	105.9	99.4	101.9	103.8	107.6	2.0	96.0
COc1ccc(OC)c(C(=O)NC2CC(C)(C)Cc3c2cnn3-c2ccccc2)c1 (stereo not drawn)	-12.3	105.0	114.1	86.7	115.7	115.0	0.0	92.8
O=C(O)CCCC(=O)N1CCN(c2ncccn2)CC1	30.3	110.2	100.2	115.6	100.7	98.7	3.0	109.3
